Source: PubChem BioAssay
IL2 activator = IL-2 activation | AID 652025 | IL-2 activation reporter assay, cell-based qHTS; stimulated with anti-CD3/CD4/CD28 beads; in transgenic mouse T cells | hit rate 0.065% among 360,000 | activation, % (series mostly up to about 46 µM); in the data active means activation above about 50%; inconclusive means mostly about 30% to 49%; further: 0% is about no effect
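Using fluorescent plate cytometry, EGFP and DsRed are detected in transgenic mouse T cells stimulated 18 h at 37 degrees C with antibody-coated beads after 60 min compound pretreatment.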
EPAC2 ag = activates human EPAC2 exchange factor | EPAC2 activation, biochemical qHTS; response scale: 100% = 6.5 mM cAMP response | Potency, µM (titrated, usually from 154 µM), for the others: at the top dose activation, actives largely listed as activators | Q8WZA2 | hit rate 0.079% among 360,000; further: potency means the concentration at half of the fitted maximal effect; nearly all actives have a fitted effect of over 50% in size
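Fluorescence exchange assay: 100 nM EPAC2 with 250 nM RAP1B-BODIPY-GDP and 50 uM GDP; compounds tested as a concentration-titration series (qHTS). Loss of Rap1-bound BODIPY-GDP fluorescence read at 480/540 nm; data normalized to 6.5 mM cAMP.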
PI5P4Ka inh = blocks human PI5P4K alpha kinase activity; P48426; PI5P4Kalpha enzyme, ADP-Glo luminescence, 60 min; stronger effect = lower value; max response, %; hit rate 1.2% among 330,000; AID 652105; active means max response of -50% or lower; inconclusive means between -30% and -50%; inactive means -30% or higher; further: value at the top dose of about 77 µM; on the % scale 0 is the no-effect control and ±100 the full control effect
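Reactions run in 0.038 M HEPES pH 7.4, 0.28 mM EGTA, 0.1% CHAPS and 5% DMSO, with PI5P4Kalpha, substrate, compound and 5 microM ATP final, one hour at room temperature. Readout is ADP-Glo luminescence.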
CCT modulator = changes cytosolic chaperonin activity; purified chaperonin ATPase assay, HTRF ADP detection, 30 min; activity change, % (concentration not given with the values), hits read low; hit rate 0.3% among 360,000; in the data active means activity change below about -30%; further: on the % scale 0 is the no-effect control and ±100 the full control effect
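Enzyme 40 or 20 nM (batch-dependent) in Tris pH 7.4/KCl/MgCl2/DTT; cpd 76 uM single point; ATP 10 uM; 30 min 37 °C; Transcreener ADP HTRF detection, 30 min RT; ratio 665/615.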
WRN inhibitor = inhibitors of human WRN helicase | Q14191 | WRN helicase unwinding, fluorescent forked duplex, kinetic | Potency, µM (highest dose often 114 µM), inactives show top-dose activity change, negative = inhibition, hits mostly inhibitors | hit rate 0.46% among 360,000; further: potency means the concentration at half of the fitted maximal effect; on the % scale 0 is the no-effect control and ±100 the full control effect; nearly all actives have a fitted effect of over 55% in size
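Kinetic fluorescence helicase assay: unwinding of a quenched forked DNA duplex (100 nM final) with 2 mM ATP final raises red fluorescence (525/598 nm). Compounds sat 15 min at room temperature with 20 nM WRN beforehand.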
EPAC1 agonist = activates human EPAC1 exchange factor; EPAC1 agonist qHTS, biochemical assay; response scale: 100% = response to 6.5 mM cAMP; Potency, µM (series often up to 154 µM), inactives show at the top dose activation, actives largely listed as activators; hit rate 0.073% among 360,000; AID 720707; further: potency means the concentration at half of the fitted maximal effect; nearly all actives have a fitted effect of over 60% in size
Target sequence (O95398 whole entry, looked up): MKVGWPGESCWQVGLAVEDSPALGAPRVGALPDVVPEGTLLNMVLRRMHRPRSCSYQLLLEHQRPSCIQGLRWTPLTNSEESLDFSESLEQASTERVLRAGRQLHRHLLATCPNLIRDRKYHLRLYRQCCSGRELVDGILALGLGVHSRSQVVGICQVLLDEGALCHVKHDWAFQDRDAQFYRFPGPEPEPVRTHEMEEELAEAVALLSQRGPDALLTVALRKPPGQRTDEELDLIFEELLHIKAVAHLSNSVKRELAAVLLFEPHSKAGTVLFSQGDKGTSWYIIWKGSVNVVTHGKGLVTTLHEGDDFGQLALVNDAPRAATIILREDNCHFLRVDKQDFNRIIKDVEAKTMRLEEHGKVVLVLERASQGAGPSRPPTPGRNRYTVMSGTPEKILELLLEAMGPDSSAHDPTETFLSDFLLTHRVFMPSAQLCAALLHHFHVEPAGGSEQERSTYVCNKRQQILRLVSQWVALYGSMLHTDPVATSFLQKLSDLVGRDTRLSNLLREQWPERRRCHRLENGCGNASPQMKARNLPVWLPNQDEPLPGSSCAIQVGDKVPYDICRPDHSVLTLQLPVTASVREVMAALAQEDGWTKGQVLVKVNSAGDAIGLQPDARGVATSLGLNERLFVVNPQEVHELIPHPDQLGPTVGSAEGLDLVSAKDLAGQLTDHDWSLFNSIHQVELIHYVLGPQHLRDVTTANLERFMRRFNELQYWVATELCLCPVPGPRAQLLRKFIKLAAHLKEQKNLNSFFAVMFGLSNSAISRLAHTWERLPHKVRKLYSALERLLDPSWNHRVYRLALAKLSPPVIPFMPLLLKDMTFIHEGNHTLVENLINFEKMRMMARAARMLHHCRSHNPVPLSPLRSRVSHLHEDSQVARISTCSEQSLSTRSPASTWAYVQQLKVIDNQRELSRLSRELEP
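Read-out is the fluorescence drop as BODIPY-GDP leaves Rap1B (480 nm excitation, 540 nm emission), recorded every 5 minutes over 30 minutes. Reactions held 100 nM EPAC1, 250 nM Rap1B–BODIPY-GDP and 50 uM GDP, with 6.5 mM cAMP setting full activation.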
EPAC1 antag = blocks human EPAC1 exchange factor | AID 720709 | Potency, µM (titrated, usually from 115 µM), inactives show at the highest dose activity change, negative = inhibition, usual class: inhibitors | EPAC1 GEF assay, Rap1b-BODIPY-GDP exchange fluorescence | hit rate 0.14% among 360,000;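 further: potency means the concentration at half of the fitted maximal effect; plate controls were vehicle for no effect and positive control for full effect; nearly all actives have a fitted effect of over 50% in size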
PLK1 PBD inh = inhibitors of human PLK1 polo-box domain binding. Potency, µM, inactives show max response, negative = inhibition, most hits filed as inhibitors. Plk1 PBD binding of FITC phosphopeptide, fluorescence polarization. hit rate 2.8% among 360,000; further: potency means the concentration at half of the fitted maximal effect; series mostly up to about 57 µM; on the % scale 0 is the no-effect control and ±100 the full control effect; nearly all actives have a fitted effect of over 65% in size
* marks the source's active call; other numbers are inactive results; ? = inconclusive; . = not tested or not shown; & = joins results of further samples; [ ] = another dose, or the depositor's remark. Unless noted, the call rests on the fitted dose curve; in most records, active means well fitted curve in the direction sought with a large enough effect; inconclusive means small, poorly fitted or top-dose-only effect, or another doubt; inactive means no such curve, though single readings can be large; an effect the other way counts as inactive or inconclusive.

compound | IL2 activator | EPAC2 ag | PI5P4Ka inh | CCT modulator | WRN inhibitor | EPAC1 agonist | EPAC1 antag | PLK1 PBD inh
CCOC(=O)c1c(CN(C)C)n(-c2ccccc2)c2cc(Br)c(OC)cc12 | -2.0 | -5.1% | 10.4 | 0.0 | -12.2%[57.1 µM] | -9.6% | -26.2% | -0.5%
O=C(COC(=O)c1cc[n+]([O-])cc1)Nc1ccc([N+](=O)[O-])cc1C(F)(F)F | 0.4 | -1.5% | 3.9 | 0.4 | -0.4% | -0.2% | -0.6% | 3.4%
C/C(=N/Oc1nc(C)cc(C)n1)c1ccc(Cl)cc1Cl | 3.4 | -8.4%[15.6 µM] | -6.2 | 0.4 | 5.5% | 5.0% | -1.2% | -7.3%
CC(C)Oc1ccc(F)cc1-c1cc(C(=O)NC2CCCCC2)[nH]n1 | -0.6 | 5.2% | 5.2 | -0.8 | -2.7% | -0.6% | 5.4% | -3.2%
COc1ccccc1NC(=O)COC(=O)c1c[nH]c(=O)[nH]c1=O | 0.3 | 2.8% | 0.6 | 1.8 | 3.0% | 6.9% | 5.5% | 4.6%
CCSc1nnc(-c2ccccc2N=Cc2c(C)[nH]n(-c3ccccc3)c2=O)c(=O)[nH]1 | -2.1 | 4.1% | 5.9 | 2.4 | -20.4% | -9.8% | 7.9% | -7.9%
Cc1ccc(S(=O)(=O)Nc2ccc(N3CCOCC3)cc2)cc1C | 0.4 | 15.9% | 0.0 | -0.2 | 2.8%[57.1 µM] | 7.7% | -11.8% | -12.5%
CC(=O)Nc1ccc(-c2csc(NCc3ccco3)n2)cc1 | -0.4 | 4.9% | -11.3 | -1.7 | -7.4% | 9.4% | -3.6% | ?
COc1ccc(CCN(C)Cc2c(O)ccc3ccccc23)cc1OC | -0.5 | 4.3% | -0.5 | 1.4 | -16.7% | 11.6% | -1.7% | 21.2µM*
CC(OC(=O)c1ccccc1C(=O)N(C)c1ccccc1)C(=O)Nc1ccccc1[N+](=O)[O-] (stereo unspecified) | -3.6 | 4.8% | 10.7 | 0.2 | 0.4% | 6.7% | 11.3% | -5.0%
CCCCNC(=S)NNC(=O)c1ccc2c(c1)OCO2 | -2.9 | 3.6% | -5.3 | -4.0 | -13.3% | 9.7% | -0.9% | -13.1%
Cc1cc(=O)c2ccccc2n1CC(=O)NCc1ccccc1 | -1.4 | 0.1% | 5.6 | -2.6 | 1.3% | 1.1% | 8.2% | 1.5%
COc1ccc(CC(=O)NCc2nnc(SCC(=O)Nc3ccccc3)n2C)cc1 | 0.5 | 4.1% | 4.1 | 0.2 | -0.1% | 16.0% | 11.6% | -4.7%
CC(=O)c1cccc(Nc2nc(N3CCOCC3)nc(N3CCOCC3)n2)c1 | 2.1 | 4.7% | 3.8 | 0.2 | -2.6% | -6.1% | 5.7% | 2.6%
CCCC(C(=O)O)n1c(O)c(C=C2N=c3ccccc3=N2)sc1=S (stereo unspecified) | -0.4 | 8.7% | 5.2 | -4.5 | 2.8% | 2.6% | -13.9% | ?
COc1ccc(S(=O)(=O)N2CCC(Nc3ccccc3Cl)CC2)cc1 | -3.2 | 5.4% | 5.2 | 2.0 | -21.1% | 2.7% | 2.9% | 3.9%
CCN1CCN(c2ccc(S(=O)(=O)N3CCCCC3)cc2NC(=O)COc2ccc(Cl)cc2)CC1 | -5.2 | -4.0% | 1.4 | -0.8 | -10.4% | 6.6% | 7.4% | 5.7%
COc1cccc(OCc2nn[nH]n2)c1 | 4.4 | 1.9% | 0.8 | -2.8 | -4.5% | 4.2% | -16.8% | -10.8%
CSc1ncccc1C(=O)OCC(=O)Nc1ccc2c(c1)CCC2 | -0.5 | 2.0% | -0.5 | 0.6 | -6.2% | 8.1% | -1.8% | -0.6%
COc1cc(/C=N/NC(=O)CNC(=O)c2ccncc2)ccc1O | -0.4 | -1.1% | 1.9 | -0.3 | 2.9% | -13.2% | 1.7% | 6.8%
CC(=O)Nc1ccc(-c2ccc(NC(C)=O)c(O)c2)cc1O | -1.1 | -3.0% | ? | 0.1 | -16.7%[11.6 µM] | 2.9% | 3.5% | -2.1%
COc1ccc(S(=O)(=O)N2CCCCC2)cc1N(C)S(=O)(=O)c1ccccc1 | -3.9 | 16.8% | 1.5 | -3.8 | -29.8% | 8.0% | 1.8% | -9.7%
COc1ccc(CNC(=O)Cn2cccc2C(=O)c2ccccc2)cc1 | -3.2 | -3.2% | -6.4 | 0.3 | 9.0% | 1.2% | 18.1% | -0.1%
CC(=O)NC1(C(F)(F)F)C(=O)NC(C)=C1C#N (stereo unspecified) | -1.9 | 6.3% | -4.0 | -2.9 | 3.3% | 17.2% | 14.8% | -9.4%
O=C(NC1CC1)c1ccc(F)cc1Cl | 1.4 | 2.7% | -4.6 | -2.3 | 3.1% | 8.1% | -3.4% | -3.5%
OCC1(CCOc2ccccc2)CCN(C2Cc3ccccc3C2)CC1 | 0.1 | 11.8% | -0.7 | -0.9 | 2.5% | -11.7% | -14.0% | -15.9%
CCCNC(=O)COc1coc(CN2CCN(c3ccccc3F)CC2)cc1=O | 1.7 | 2.4% | 6.7 | 1.3 | -0.9% | -5.8% | 6.3% | -0.3%
COc1ccc(-n2nnc3c(=O)n(CC(=O)Nc4ccc5c(c4)OCCO5)cnc32)cc1OC | 0.0 | -0.1% | 6.1 | -0.5 | -9.1%[11.6 µM] | 0.3% | -8.1% | -3.4%
C=CCOC(=O)c1cn(CC)c2nc(C)ccc2c1=O | -0.9 | -2.6% | -8.6 | -1.7 | -2.5% | -2.6% | -10.7% | -4.4%
O=C(CS(=O)(=O)c1ccccc1)Nc1nc(-c2ccc(F)cc2)cs1 | 0.0 | 6.9% | -2.2 | -2.3 | -10.1% | -1.2% | -0.9% | -1.2%

Looked up one by one from above (4):
compound | IL2 activator | EPAC2 ag | PI5P4Ka inh | CCT modulator | WRN inhibitor | EPAC1 agonist | EPAC1 antag | PLK1 PBD inh
COc1ccc(CC(=O)NCc2nnc(SCC(=O)Nc3ccccc3)n2C)cc1 | 0.5 | 4.1% | 4.1 | 0.2 | -0.1% | 16.0% | 11.6% | -4.7%
CC(=O)Nc1ccc(-c2csc(NCc3ccco3)n2)cc1 | -0.4 | 4.9% | -11.3 | -1.7 | -7.4% | 9.4% | -3.6% | ?
CCSc1nnc(-c2ccccc2N=Cc2c(C)[nH]n(-c3ccccc3)c2=O)c(=O)[nH]1 | -2.1 | 4.1% | 5.9 | 2.4 | -20.4% | -9.8% | 7.9% | -7.9%
O=C(COC(=O)c1cc[n+]([O-])cc1)Nc1ccc([N+](=O)[O-])cc1C(F)(F)F | 0.4 | -1.5% | 3.9 | 0.4 | -0.4% | -0.2% | -0.6% | 3.4%

Next section.
structure	IL2 activator	EPAC2 ag	PI5P4Ka inh	CCT modulator	WRN inhibitor	EPAC1 agonist	EPAC1 antag	PLK1 PBD inh
NC(N)=NCc1cccc(I)c1	-0.3	2.6%	6.1	-0.7	5.4%	-7.1%	3.4%	-2.2%
COc1cc(OC)cc(C(=O)Nc2ccc(S(=O)(=O)Nc3nc(C)cc(C)n3)cc2)c1	-0.1	12.1%	3.0	1.6	-2.5%	6.5%	12.0%	-15.0%
Cc1ccc(-c2[nH]ncc2/C=N/n2c(COc3ccccc3C)nc3ccccc3c2=O)cc1	-1.1	0.6%	8.4	-0.6	-28.9%[57.1 µM]	-14.5%	24.4%	5.0%
O=C1C=C(c2ccccc2)C(=O)N1Nc1ccccc1	12.1	-3.7%	-16.7	-1.8	?	0.6%	-27.5%	8.44µM*
CNc1ccc(C(=O)N2CCN(S(=O)(=O)c3ccc4c(c3)OCCCO4)CC2)cc1[N+](=O)[O-]	-1.0	3.6%	-4.6	-0.3	-1.5%	-3.1%	9.5%	3.9%
CCOc1ccc(N(CC(=O)NCCOc2ccc(C)cc2)S(=O)(=O)c2ccccc2)cc1	-0.3	-4.7%	-4.3	0.7	4.1%	-13.8%	-7.5%	6.7%
CCCS(=O)(=O)c1c(S(=O)(=O)CCC)c2cc(CC)ccn2c1C(=O)OC	1.0	13.7%	2.3	-0.1	-4.4%	9.4%	-4.7%	-3.8%
CCNc1nnc(SCC(=O)c2cc(C)n(C3CC3)c2C)s1	-2.7	-4.0%	-1.6	-2.0	0.2%	15.0%	3.5%	-7.0%
CCC(C)Sc1cccc(-c2nc3cc(C)ccn3c2NCc2ccccc2)c1 (stereo unspecified)	-3.6&-0.8	-0.5%	2.6&24.5	-0.4	-7.5%&-1.4%	-8.2%&-9.7%	-15.7%&-13.6%	-8.3%
O=C(CN1CCC(NC(=O)Nc2ccccc2-c2ccccc2)CC1)NCc1ccco1	-1.8	-3.0%	.	-1.0	-0.2%	15.8%	-0.8%	-5.4%
Cc1ccc(C(=O)N(CC(=O)NC2CCCC2)Cc2cccs2)s1	-1.7	7.6%	-0.1	-5.5	-5.5%	5.1%	-8.1%	-2.2%
CCn1c2ccccc2c2cc(NC(=O)COC(=O)c3ccccc3Br)ccc21	0.0	7.6%	10.1	-13.2	5.9%	3.9%	-19.7%	1.1%
COCc1cc(C)n(CC(=O)Nc2ccc(N3CCOCC3)cc2)c(=O)c1C#N	-4.0	14.4%	2.8	2.8	12.9%	-4.2%	13.7%	-0.4%
CCCn1c(C)c(C(=O)OCC)c(O)c(-c2ccccc2)c1=O	-1.2	5.2%	-2.1	0.6	-1.2%	6.0%	-2.5%	-2.7%
O=C1C(C23CC4CC(CC(C4)C2)C3)C(=O)N(c2ccccc2)N1c1ccccc1	-1.7	2.7%	.	-4.0	-11.5%[57.1 µM]	13.0%	-6.9%	-0.1%
CCOc1cc(C2C(C(=O)c3ccco3)=C(O)C(=O)N2CCc2ccccc2)ccc1O (stereo unspecified)	1.1	-0.8%	-1.1	2.5	-1.8%	0.0%	-14.6%	-14.2%
O=C1[C@@H]2CSCN2C(=O)CN1CCc1cccc(F)c1	-1.4	10.9%	.	1.0	-11.9%	6.0%	-4.2%	-11.5%
COCCn1c(SCC(=O)Nc2cccnc2Cl)nc2ccccc2c1=O	-2.0	3.0%	5.8	-3.3	-14.7%	15.9%	-13.6%	-21.1%
CCCCN(CC)C(=O)c1cc2c(=O)n3cccc(C)c3nc2s1	-0.7	-0.9%	2.4	0.8	-4.2%	5.4%	6.4%	16.8µM*

This is a subset; count on the stated rates, not on these rows.
